MCL1-BIM inh – inhibitors of MCL1 binding to BIM-BH3, primary screen, biochemical, fluorescence polarization; GST-MCL1 / FITC-Bim-BH3 fluorescence polarization; inhibition, % at 10.9 µM; actives 0.68% (n = 320,000);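 active means inhibition above the mean inhibition of all tested compounds plus 3 SD, set per campaign, cut at about 40% in these data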;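 further: 0% = DMSO wells and 100% = unlabeled Bim-BH3 peptide control; higher means more loss of mP so more displacement of Bim peptide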
Target sequence (Q07820 whole entry, looked up): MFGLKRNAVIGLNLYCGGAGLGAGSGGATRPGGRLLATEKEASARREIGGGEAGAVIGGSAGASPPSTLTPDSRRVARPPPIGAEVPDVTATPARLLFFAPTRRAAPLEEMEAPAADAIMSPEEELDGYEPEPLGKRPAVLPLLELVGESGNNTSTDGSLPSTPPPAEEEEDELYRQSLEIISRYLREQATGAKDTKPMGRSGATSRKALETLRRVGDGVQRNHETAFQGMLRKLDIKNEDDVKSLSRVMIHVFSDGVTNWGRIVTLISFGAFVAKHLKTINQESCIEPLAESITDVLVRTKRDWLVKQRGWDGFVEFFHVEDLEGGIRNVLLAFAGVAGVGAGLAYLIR
Fam108B counter – mouse Fam108B serine hydrolase inhibitors, primary screen, counter-screen for RBBP9 inhibitor project, biochemical, fluorescence polarization. actives 0.33% (n = 300,000). recombinant Fam108B, FP-Rh probe fluorescence polarization. inhibition, % at 9.51 µM;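 active means inhibition above the screen mean inhibition plus 3 SD, computed separately per campaign, cut at about 18% in these data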;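 further: inhibitors lower polarization as less probe binds the enzyme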
MEX-5 binding – MEX-5 zinc finger RNA-binding disruptors – biochemical, C. elegans, fluorescence polarization, MLPCN library, primary screen | Zinc finger protein mex-5 (Caenorhabditis elegans), Q9XUB2 | MEX-5/FITC-TCR2 RNA binding; hits give low values | activity score (negative = inhibition of binding), % at 10 µM | actives 0.38% (n = 300,000);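 active means inhibition past about -25% in most replicates, and total fluorescence under double the plate's negative control median, limit read from the data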;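 further: 0% = DMSO and -100% = 5 µM competing unlabeled TCR2 RNA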
Target sequence (Q9XUB2 whole entry, looked up): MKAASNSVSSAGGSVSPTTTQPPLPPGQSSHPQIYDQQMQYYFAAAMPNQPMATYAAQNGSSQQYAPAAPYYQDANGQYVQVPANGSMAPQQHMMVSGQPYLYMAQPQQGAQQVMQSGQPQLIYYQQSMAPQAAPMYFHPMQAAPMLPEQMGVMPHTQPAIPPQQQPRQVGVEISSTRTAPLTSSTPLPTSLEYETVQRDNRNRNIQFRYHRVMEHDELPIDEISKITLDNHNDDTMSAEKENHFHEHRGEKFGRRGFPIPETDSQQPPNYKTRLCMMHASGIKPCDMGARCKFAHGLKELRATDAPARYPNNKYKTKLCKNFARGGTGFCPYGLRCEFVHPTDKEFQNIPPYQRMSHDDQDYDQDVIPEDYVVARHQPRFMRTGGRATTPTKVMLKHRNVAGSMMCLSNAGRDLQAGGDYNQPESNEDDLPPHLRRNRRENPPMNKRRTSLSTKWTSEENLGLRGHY
GLD-1 TGE inh – GLD-1/TGE RNA complex disruptors, primary screen, biochemical, fluorescence polarization; Female germline-specific tumor suppressor gld-1 (Caenorhabditis elegans), Q17339; purified GLD-1 + fluorescein TGE RNA; inhibition, % at 5.96 µM; actives 0.44% (n = 320,000); AID 2280, 2010;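 active means percent inhibition above a per-plate cutoff, the plate mean of test compounds plus 3 SD, cut at about 30% in these data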;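 further: 0% = DMSO wells with GLD-1 and probe and 100% = wells lacking GLD-1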
BCLXL inh – inhibitors of human Bcl-xL, primary screen, biochemical, fluorescence polarization, HTS | Bcl-2-like protein 1 (Homo sapiens), Q07817 | GST-Bcl-xL / FITC-Bim BH3 peptide fluorescence polarization | inhibition, % at 10.9 µM | actives 0.7% (n = 320,000) | AID 2129, 2009;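 active means inhibition above the mean of all tested compounds plus 3 SD, cutoff set per campaign, cut at about 30% in these data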;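 further: 0% = DMSO wells and 100% = unlabeled Bim-BH3 peptide competitor; inhibitors lower millipolarization by displacing the labeled peptide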
Target sequence (Q07817 whole entry, looked up): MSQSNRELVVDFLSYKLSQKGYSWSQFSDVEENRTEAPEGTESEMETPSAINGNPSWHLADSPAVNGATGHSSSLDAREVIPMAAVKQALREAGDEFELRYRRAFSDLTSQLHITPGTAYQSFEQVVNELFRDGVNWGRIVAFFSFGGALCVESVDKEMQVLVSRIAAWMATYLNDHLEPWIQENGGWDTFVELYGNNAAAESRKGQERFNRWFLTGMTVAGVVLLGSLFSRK
GRK2 inh – compounds blocking aptamer binding on GRK2 – biochemical, human GRK2, bead flow cytometry, HTS, primary screen. Beta-adrenergic receptor kinase 1 (Homo sapiens), P25098. FAM-aptamer displacement from GRK2. inhibition of aptamer binding, % at 10 µM. actives 0.59% (n = 330,000). AID 488847, 2010;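 active means inhibition of aptamer binding above 40%, roughly 3 SD of noise, on plates passing a quality check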;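 further: median bead fluorescence of bound FAM aptamer so fluorescent compounds give negative values; no value below 0 was filed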
VLA-4 inh – inhibition in human VLA-4 binding assay, primary screen, VLA-4 allosteric modulator project, MLPCN library, flow cytometry, VLA-4 expressing cells; Integrin alpha-4 (Homo sapiens), P13612; ligand binding flow cytometry; inhibition, % (about 7 µM as worked out from the volumes in the protocol); actives 0.2% (n = 330,000); AID 2557, 2010; in the data active means inhibition above about 50%
Efflux pump inh – inhibitors of Candida efflux pumps in yeast, primary screen, S. cerevisiae, Nile Red, multiplex; S. cerevisiae Candida pump triplex; inhibition, % at 10 µM; actives 0.44% (n = 330,000); AID 485275, 2010;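 active means plate passing quality check with inhibition over a set limit, or well fluorescence over plate mean plus 4 SD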;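 further: Nile Red retained in pooled yeast measured as flow cytometry median fluorescence; 0% = buffer negative control and 100% = Enniatin B positive control; higher means more Nile Red kept so more efflux inhibition; some compounds called inactive have numbers as strong as hits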
PME-1 primary – PME-1 inhibitors via competitive probe labeling, primary screen, biochemical, fluorescence polarization, FP-Rh probe, HTS | recombinant PME-1 | inhibition, % at 5.9 µM | actives 0.53% (n = 320,000);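 active means inhibition above the campaign mean of all compounds plus 3 SD, cut at about 26% in these data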;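 further: competitive labeling of PME-1 active site by serine hydrolase directed probe; 0% = PME-1 with DMSO and 100% = wells lacking PME-1 enzyme; inhibitors block probe labeling so polarization falls and inhibition rises; many of its hits are not listed in these tables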
The depositor's hits bear a star; . = no result given. This is a subset. The share of hits here may be higher or lower than overall.

SMILES	MCL1-BIM inh	Fam108B counter	MEX-5 binding	GLD-1 TGE inh	BCLXL inh	GRK2 inh	VLA-4 inh	Efflux pump inh	PME-1 primary
O=C(O)COc1ccccc1C1C2C(=O)N(c3ccc(F)cc3)C(=O)C2ON1c1ccccc1 (stereo not drawn)	0	-2	-0.9	4	1	2	29	-0.1	2
CNC(=S)N(Cc1ccc(OC)cc1)C1CC(=O)N(c2ccc(Cl)cc2)C1=O (stereo not drawn)	-3	-2	-1.5	-1	3	2	4	0.0	-7
COc1ccc2c(c1OC)C(=O)N1N=C(c3ccccc3)CC21 (stereo not drawn)	6	-7	2.0	1	7	1	9	0.1	2
Oc1ccccc1Oc1ncc(Br)c(N2CCOCC2)n1	-1	-5	1.9	5	3	0	8	0.0	-2
Cc1ccc(CNC(=O)c2ccc(Cn3cc(-c4ccc(C)cc4)nc3-c3ccncc3)cc2)cc1	3	-5	2.1	2	-1	5	2	0.0	-6
COc1cc(S(=O)(=O)NC2CCCCC2)c(C)cc1C	6	-1	-0.2	-1	5	0	8	-0.1	4
CC(=O)c1sc(-c2cccc(Cl)c2)nc1C	10	3	0.1	0	7	2	14	0.0	-2
CCc1nnc(NC(=O)CSc2nnc(-c3ccccc3OC)n2-c2ccccc2)s1	0	4	-0.8	4	3	3	-14	0.0	5
Cc1cccc(OCC(=O)NN2C(=O)C3C4C=CC(O4)C3C2=O)c1 (stereo not drawn)	11	3	-0.3	8	5	2	5	-0.1	-5
COc1ccc(-c2sc(Nc3ccccc3)n[n+]2-c2ccc(F)cc2)cc1Br	1	-2	0.0	-7	-2	0	13	0.0	5
O=C(CSCCO)Nc1cccc2ccccc12	4	-7	0.7	4	2	1	12	-0.1	1
CC(C)OC(=O)CC(=O)CSc1nc2c(cc1C#N)CCCC2	-4	-1	-0.7	-15	3	3	7	0.1	-1
CCN(CC)S(=O)(=O)c1cccc(C(=O)NCc2ccccc2)c1	2	2	3.1	-2	0	0	5	0.0	0
NCCCNc1nc(N)c([N+](=O)[O-])c(NC2CCCCC2)n1	-1	-8	-1.2	-2	4	0	12	0.3	-7
O=C(NCc1ccco1)c1cc(C(=O)C2CC2)c[nH]1	3	5	1.2	8	3	1	10	-0.1	0

Laid out differently: results already given.
| Compound | MCL1-BIM inh | Fam108B counter | MEX-5 binding | GLD-1 TGE inh | BCLXL inh | GRK2 inh | VLA-4 inh | Efflux pump inh | PME-1 primary |
| --- | --- | --- | --- | --- | --- | --- | --- | --- | --- |
| CC(=O)c1sc(-c2cccc(Cl)c2)nc1C | 10 | 3 | 0.1 | 0 | 7 | 2 | 14 | 0.0 | -2 |
| CNC(=S)N(Cc1ccc(OC)cc1)C1CC(=O)N(c2ccc(Cl)cc2)C1=O (stereo not drawn) | -3 | -2 | -1.5 | -1 | 3 | 2 | 4 | 0.0 | -7 |

More entries follow.
SMILES	MCL1-BIM inh	Fam108B counter	MEX-5 binding	GLD-1 TGE inh	BCLXL inh	GRK2 inh	VLA-4 inh	Efflux pump inh	PME-1 primary
COc1ccc(NC(=O)Cn2cc(C(C)=O)c3ccccc32)cc1	5	-2	-1.7	1	7	1	7	0.0	-2
CC(=O)N1CCc2cc(S(=O)(=O)C(C)CC(=O)NCc3ccc(C)o3)ccc21 (stereo not drawn)	5	-1	2.1	1	2	0	-7	0.1	-6
COc1cc(C)c(/C=C/C(C)=C/C=C/C(C)=C/C(=O)O)c(C)c1C	7	2	-1.6	4	5	3	14	0.0	1
O=C(Cc1ccsc1)NCc1ccccc1F	-6	5	-0.6	-8	-1	3	16	-0.2	-2
C[C@@]12C(=O)N(Cc3ccc(F)cc3)CC(=O)N1[C@H]1c3cc(Cl)ccc3OC[C@@H]1[C@@H]2c1ccccc1	.	.	.	-4	.	4	-15	0.2	.
CC(=O)N(CCP(=O)(c1ccccc1)c1ccccc1)Cc1ccco1	1	-2	-0.3	4	2	0	2	0.0	-1
CC(C)c1nnc(SCC(=O)NC2CCCC2)n1C	6	-2	-1.2	-3	5	3	13	0.4	-7
CC(NC(=O)[C@@H](C)NC(=O)[C@@H]1Cc2ccccc2CN1C(=O)OC(C)(C)C)c1ccccc1 (stereo partly drawn)	4	-1	1.4	6	3	5	-4	-0.2	-8
O=C(O)C(NS(=O)(=O)c1ccc(F)cc1)c1ccccc1 (stereo not drawn)	-10	-3	-1.1	-7	-8	0	-4	0.1	6
COc1ccc(C(=O)NCCNC(=O)c2cc(OCC(F)(F)F)ccc2OCC(F)(F)F)cc1	5	-3	-0.9	4	5	3	2	0.1	-3
COc1ccccc1CC(=O)N1CCN(c2cccc(Cl)c2)CC1	-1	2	0.8	6	4	0	-4	0.2	5
CSC1=NC(C)N2C(SC)=NC(C)N12 (stereo not drawn)	-10	-1	-2.8	1	-8	1	9	0.0	2
CC(=O)Nc1cc(C(=O)N2CCOCC2)ccc1S(=O)(=O)c1ccc(C)cc1	5	-2	1.0	1	4	1	-3	-0.1	1
COc1cc(C(=O)Nc2ccc(-n3cnnn3)c(C)c2)cc(OC)c1OC	3	0	-3.0	0	4	2	8	0.2	3
COC(=O)C1=C(C)N(C)C(C)=C(C(=O)OC)C1c1ccc(F)c(Br)c1	0	-3	2.5	5	0	1	17	0.1	4

Reformatted: 4 of the compounds above.
> COc1cc(C)c(/C=C/C(C)=C/C=C/C(C)=C/C(=O)O)c(C)c1C
  MCL1-BIM inh = 7 | Fam108B counter = 2 | MEX-5 binding = -1.6 | GLD-1 TGE inh = 4 | BCLXL inh = 5 | GRK2 inh = 3 | VLA-4 inh = 14 | Efflux pump inh = 0.0 | PME-1 primary = 1
> O=C(Cc1ccsc1)NCc1ccccc1F
  MCL1-BIM inh = -6 | Fam108B counter = 5 | MEX-5 binding = -0.6 | GLD-1 TGE inh = -8 | BCLXL inh = -1 | GRK2 inh = 3 | VLA-4 inh = 16 | Efflux pump inh = -0.2 | PME-1 primary = -2
> C[C@@]12C(=O)N(Cc3ccc(F)cc3)CC(=O)N1[C@H]1c3cc(Cl)ccc3OC[C@@H]1[C@@H]2c1ccccc1
  MCL1-BIM inh = . | Fam108B counter = . | MEX-5 binding = . | GLD-1 TGE inh = -4 | BCLXL inh = . | GRK2 inh = 4 | VLA-4 inh = -15 | Efflux pump inh = 0.2 | PME-1 primary = .
> CC(=O)N(CCP(=O)(c1ccccc1)c1ccccc1)Cc1ccco1
  MCL1-BIM inh = 1 | Fam108B counter = -2 | MEX-5 binding = -0.3 | GLD-1 TGE inh = 4 | BCLXL inh = 2 | GRK2 inh = 0 | VLA-4 inh = 2 | Efflux pump inh = 0.0 | PME-1 primary = -1

Returning to the listing with the 4 entries that preceded the break.
SMILES	MCL1-BIM inh	Fam108B counter	MEX-5 binding	GLD-1 TGE inh	BCLXL inh	GRK2 inh	VLA-4 inh	Efflux pump inh	PME-1 primary
CSC1=NC(C)N2C(SC)=NC(C)N12 (stereo not drawn)	-10	-1	-2.8	1	-8	1	9	0.0	2
CC(=O)Nc1cc(C(=O)N2CCOCC2)ccc1S(=O)(=O)c1ccc(C)cc1	5	-2	1.0	1	4	1	-3	-0.1	1
COc1cc(C(=O)Nc2ccc(-n3cnnn3)c(C)c2)cc(OC)c1OC	3	0	-3.0	0	4	2	8	0.2	3
COC(=O)C1=C(C)N(C)C(C)=C(C(=O)OC)C1c1ccc(F)c(Br)c1	0	-3	2.5	5	0	1	17	0.1	4
S=C(NCc1cccnc1)Nc1cc(Cl)cc(Cl)c1	5	0	-1.3	9	7	1	-3	0.0	-3
CCOC(=O)N1CCN(C(=O)CN(c2cccc(OC)c2)S(C)(=O)=O)CC1	3	9	-0.2	-5	5	0	-5	0.0	-4
O=C(CCSCCc1ccccn1)Nc1ccccn1	6	0	0.0	3	6	2	4	0.0	-3
COc1ccc(S(=O)(=O)N2CCCCCC2)cc1C(=O)N(C)Cc1cccs1	-3	1	0.7	4	1	0	15	0.0	7
Cc1ccnc2ccc(-c3nc4ccccc4o3)cc12	-1	-3	.	-5	1	0	-15	0.0	0
Cc1occc1C(=O)N/N=C/c1ccccn1	6	-2	-0.5	3	-2	3	13	0.0	1
Cc1cccc(C)c1NC(=O)CSc1nc(C2CC2)nc2ccccc12	3	0	-0.4	-10	3	1	9	0.1	4
CCCN(CCC)C(=O)c1ccccc1C(=O)N(CCC)CCC	-4	-2	1.5	5	3	2	13	-0.1	4
O=C1OCc2ccc(NC(=O)c3c(F)cccc3Cl)cc21	0	1	-0.8	1	-2	18	-13	-0.1	1
COC(=O)c1cc(NC(=O)c2ccccc2F)cc(C(=O)OC)c1	-14	-3	-2.0	-1	-13	3	0	0.2	-1
CCOC(=O)c1ccc(NC(=O)Nc2ccc3c4c(cccc24)C(=O)N3CC)cc1	-7	-4	-6.1	1	0	0	.	-0.2	28*
c1ccc2c(c1)OCC(CNc1ncnc3sccc13)O2 (stereo not drawn)	-14	-8	1.2	2	-3	1	-12	-0.1	-6
COc1ccc2[nH]c(=O)c(-c3nnn(-c4ccc(Cl)c(Cl)c4)n3)cc2c1	7	0	-3.2	-5	14	0	14	-0.2	1
CC(C)(C)OC(=O)CNC(=O)c1nc[nH]c1C(=O)N1CCc2ccccc2C1	7	1	-0.3	1	2	0	12	-0.1	0
N#Cc1c(NC(=O)c2ccc([N+](=O)[O-])o2)sc2c1CCC2	20	4	-2.6	7	9	4	-5	-0.2	4
O=C(Nc1ccc(F)cc1)c1oc2ccccc2c1NC(=O)C1CCCC1	0	-2	-0.4	0	1	0	26	-0.2	-11
Cc1ccc(N2CCN(CC(O)COc3ccc([N+](=O)[O-])cc3)CC2)cc1 (stereo not drawn)	-2	1	2.8	-6	0	0	3	0.0	-5
O=C(NNC(=O)c1ccccc1-n1cccc1)c1ccccc1	4	1	-5.5	10	1	0	33	-0.2	-5
COc1ccc(NC2=C(Cl)C(=O)N(CCc3ccccc3)C2=O)cc1	-14	4	1.4	3	-4	0	-3	-0.2	2
CCCCNC(=O)c1onc(CS(=O)(=O)c2ccccn2)c1C(=O)NCCCC	-2	0	.	2	1	2	38	-0.1	-3
CCCC(=O)Nc1ccc2oc(-c3ccc(OC)c(Br)c3)nc2c1	5	-5	1.3	0	2	17	-26	0.4	-19
Cc1ccc2nc3c(cc(C(=O)NCCN4CCOCC4)c(=N)n3CCCN3CCOCC3)c(=O)n2c1	9	2	-0.4	1	10	2	2	-0.5	2
COc1ccc(Cl)cc1NC(=O)c1[nH]c(C)c(C(C)=O)c1C	1	1	-2.2	1	1	0	-7	0.1	-6
